Screening data (PubChem)
ERp5 block: inhibitors of human ERp5; Q15084; ERp5 insulin aggregation, absorbance 650 nm, 90 min; inhibition, % at 9.99 µM; 350,000 compounds, 0.05% hits;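 active = mean replicate inhibition above about 25%, with every replicate also reaching it, limit read from the data, passing the limit was not always enough; inconclusive = only one of those two criteria met; inactive = neither criterion met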
Target sequence (Q15084 whole entry, looked up): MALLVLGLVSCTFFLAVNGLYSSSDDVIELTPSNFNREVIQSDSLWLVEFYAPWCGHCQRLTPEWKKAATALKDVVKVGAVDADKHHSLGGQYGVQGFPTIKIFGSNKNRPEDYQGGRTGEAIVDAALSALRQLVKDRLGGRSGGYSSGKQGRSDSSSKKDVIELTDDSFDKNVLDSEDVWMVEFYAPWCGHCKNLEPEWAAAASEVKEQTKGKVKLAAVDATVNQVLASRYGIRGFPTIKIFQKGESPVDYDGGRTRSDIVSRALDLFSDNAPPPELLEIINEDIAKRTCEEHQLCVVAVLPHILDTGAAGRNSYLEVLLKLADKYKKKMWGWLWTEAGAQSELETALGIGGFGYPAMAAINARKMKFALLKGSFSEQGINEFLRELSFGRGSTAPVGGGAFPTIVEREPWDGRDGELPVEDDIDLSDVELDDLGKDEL
S100A4 inh HTS: inhibitors of human S100A4 binding to myosin IIA peptide. P26447. S100A4/TAMRA-MyoIIA peptide fluorescence polarization. inhibition, % at 10.7 µM. 360,000 compounds, 0.14% hits;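 active = mean inhibition of at least 70% across replicates, with every replicate also reaching that level; inconclusive = mean inhibition reaches 70% but some replicates fall short; inactive = mean inhibition below 70%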
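Test system: S100A4 monomer protein; Medium: HEPES pH 7.2 with CaCl2, KCl, NaCl, DTT, Triton; Probe or stimulus: TAMRA-labelled myosin IIA heavy-chain peptide probe, 5 nM; Doses: one dose per compound; Times: polarization read 5 min after assay mix addition, stable 5–60 min; Benchmarks: neutral control DMSO, positive control TFP.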
XiGFP reactiv: X-chromosome reactivation activator; XiGFP mouse fibroblasts, % GFP-positive cells imaging, 3 d; cells co-treated with 5-aza-dC sensitizer; scaled so ellipticine positive control = 100%; activation, % at 7.58 µM; 360,000 compounds, 0.055% hits;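 active = mean normalized replicate activation at least 10% and every replicate at or above 10%; inconclusive = only one of the two criteria met; inactive = mean below 10% and not all replicates reach 10%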;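 note: 0% = median of on-plate neutral control wells and 100% = ellipticine 6 µM median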
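Material: SV40-immortalized XiGFP fibroblast cells, line 68-5-11 | Buffer or medium: DMEM containing 5-aza-dC | Dosing: One concentration, pinned | Times: 3 d treatment, 15 min room-temperature fixation | Controls: Ellipticine 6 µM positive control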
E-selectin induc: E-selectin induction on HUVECs | 260,000 compounds, 0.37% hits | HUVEC E-selectin immunofluorescence imaging; normalized: neutral wells 0, TNF-alpha wells 100 | activation, % at 7.58 µM;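 active = mean E-selectin-positive cell signal at least 10% of the positive control, reached in at least 60% of replicates, without over 20% cell loss; inconclusive = no rule given, readout overlaps actives, possibly toxicity-flagged; inactive = the rest, including those meeting only one limit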;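 note: in these data hits start at about 27%; measured in HUVEC primary endothelial cells; signal is the percent of cells scored E-selectin positive by PE staining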
Target sequence (P16581 whole entry, looked up): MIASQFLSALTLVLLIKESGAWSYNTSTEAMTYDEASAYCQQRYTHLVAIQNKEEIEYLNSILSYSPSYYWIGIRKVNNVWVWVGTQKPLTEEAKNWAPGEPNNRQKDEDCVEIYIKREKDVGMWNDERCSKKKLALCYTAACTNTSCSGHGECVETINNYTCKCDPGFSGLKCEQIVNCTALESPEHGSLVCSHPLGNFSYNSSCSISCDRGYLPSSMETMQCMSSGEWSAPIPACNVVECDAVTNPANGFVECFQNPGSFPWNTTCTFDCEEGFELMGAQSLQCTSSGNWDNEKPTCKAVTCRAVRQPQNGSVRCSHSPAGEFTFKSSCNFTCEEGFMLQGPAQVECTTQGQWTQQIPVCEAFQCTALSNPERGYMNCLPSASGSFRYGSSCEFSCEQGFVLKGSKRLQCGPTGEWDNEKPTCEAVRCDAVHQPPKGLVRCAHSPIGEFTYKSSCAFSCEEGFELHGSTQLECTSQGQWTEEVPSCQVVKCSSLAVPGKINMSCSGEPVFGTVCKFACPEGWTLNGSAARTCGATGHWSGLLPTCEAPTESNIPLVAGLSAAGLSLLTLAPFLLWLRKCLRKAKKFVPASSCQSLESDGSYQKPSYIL
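Test system – human umbilical vein endothelial cells (HUVEC), E-selectin induction · Input – 3,000 HUVEC seeded per well · Buffer or medium – EGM-2, gelatin · Compound dosing – single-point compound dose · Detection – immunofluorescence imaging · Measure – percent E-selectin-positive cells · Controls – TNF-alpha high, DMSO low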
esBAF inh: blocks esBAF chromatin remodeling in mouse ES cells; reporter increase, % at 12.5 µM; 350,000 compounds, 2% hits; Bmi1-luciferase knock-in reporter, 24 h; 100% = twice the neutral-well signal; in the data active = activation above about 40%; inconclusive = no clear call, values can overlap the other calls;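 note: 0% = median of the plate's neutral control wells and 100% = double that signal; a rise in the Bmi1 reporter signal indicates esBAF inhibition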
RAD54 branch: RAD54 (human) branch migration inhibition; Q92698; RAD54 Holliday junction branch migration, FAM/BHQ fluorescence; inhibition, % at 10.4 µM; 360,000 compounds, 0.14% hits; AID 602329;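 active = mean normalized replicate activity at least 40 and at least half of replicates scoring 40 or more; inconclusive = only one of the two criteria met; inactive = mean below 40 and under half of replicates reaching 40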;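 note: 0% = median of neutral control wells and 100% = median of positive control wells; inhibitors cause a drop in the FAM fluorescence signal; in these data hits start at about 50%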
RAD52 inh: RAD52 (human) annealing inhibition | recombinant RAD52 DNA annealing, FRET fluorescence | inhibition, % at 18.7 µM | 360,000 compounds, 0.46% hits | AID 651710;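 active = every replicate showing at least 50% inhibition; inconclusive = mean inhibition at least 50% but not in every replicate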
ERAP1 inh: inhibitors of human ERAP1 aminopeptidase | Q9NZ08 | recombinant ERAP1, Leu-AMC fluorescence, 60 min | inhibition, % at 10.7 µM | 340,000 compounds, 0.15% hits | AID 652197;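 active = mean replicate inhibition of at least 30%, or all replicates individually reaching that 30% level; inactive = mean below 30% and not every replicate reaching it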;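 note: 0% = neutral control wells and 100% = L-leucinethiol positive control wells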
An asterisk follows results filed as active; ? = inconclusive; nt = not tested or not shown; & = joins results of further samples.

SMILES	ERp5 block	S100A4 inh HTS	XiGFP reactiv	E-selectin induc	esBAF inh	RAD54 branch	RAD52 inh	ERAP1 inh
CC1(C)Cc2ccccc2/C(=C/C(=O)N2CCCCCC2)N1	-3	-5	nt	nt	-4	2	-15	-4
C[C@H]1CN([C@@H](C)CO)C(=O)Cc2cc(NC(=O)NC3CCCCC3)ccc2O[C@@H]1CN(C)Cc1ccc(Cl)c(Cl)c1	5	0	0.4	?	4	1	-22	3
COc1ccc(-c2c(C#N)c(SCC(N)=O)nc3c2CCCC3)cc1	-6	-8	nt	nt	-6	5	-9	0
CC(=O)c1cccc(NC(=O)C(OC(=O)c2cccc(S(=O)(=O)N(C)c3ccccc3)c2)c2ccccc2)c1 (configuration not stated)	1	-14	0.0	nt	-6	-6	-114	2
O=C(C[C@H]1CC[C@@H](NC(=O)C2CCC2)[C@H](CO)O1)NC1CCCCC1	-2	-11	-0.1	0.7	-9	-7	-5	0
COc1cccc(N2CCN(c3ccc4nnc(CCC(=O)Nc5ccc(F)cc5F)n4n3)CC2)c1	-7	4	0.1	nt	nt	nt	-7	-3
O=C(Oc1ccc(Br)cc1C(=S)N1CCOCC1)c1cccc([N+](=O)[O-])c1	25	-16	0.2	nt	-2	7	-2	0
Cc1c(/C(O)=C2/C(=O)C(=O)N(Cc3cccnc3)C2c2ccccn2)cnn1-c1ccccc1 (configuration not stated)	3	1	0.1	nt	nt	nt	-7	1
CSCCC(=O)N1CCC(CCC(=O)NC2CC2)CC1	9	0	0.1	-1.0	-1	-4	-5	0
Cc1cc(C(=O)COC(=O)Cc2c(F)cccc2Cl)c(C)n1C	1	-2	0.0	nt	78*	10	5	-6
CCOC(=O)c1nnn(CC(=O)Nc2ccccc2)c1C(=O)OCC	3	-8	-0.1	nt	5	nt	-6	43*
COC(=O)[C@]12CCCCC=C1N(Cc1ccc3c(c1)OCO3)C(=O)[C@H](CC(=O)N1CCC(c3ccccc3)CC1)C2	-4	3	0.3	-0.4	nt	nt	-8	-4
CC(C)(C)NC(=O)C1(N2C(=O)c3ccccc3C2=O)CCCC1	1	1	0.1	0.0	2	-4	0	-5
CC(C)c1ccc(N2C(=O)CC(NNC(=O)c3ccccc3Cl)C2=O)cc1 (configuration not stated)	16	2	0.0	nt	nt	-7	-27	nt
COc1ccc(C2=C/C(=C\c3ccccc3OC(C)=O)C(=O)O2)cc1	1	32	-0.1	-0.1	25	3	-18	2
COc1cccc(-c2ccc([C@H]3[C@H](CO)N4CCCCN(C(=O)c5ccc(F)cc5)C[C@@H]34)cc2)c1	-4	1	-0.1	-0.6	-4	-5	42	1
C[C@H](NC(=O)[C@H]1N[C@H]2c3ccc(-c4ccc(C(=O)N(C)C)cc4)c(=O)n3C[C@H]2[C@@H]1CO)c1ccccc1	-2	7	0.1	-0.1	2	5	-7	1
C[C@@H]1CN([C@@H](C)CO)C(=O)c2cc(NC(=O)Cn3cnnn3)ccc2O[C@H]1CN(C)Cc1ccc(Cl)c(Cl)c1	11	-40	0.1	nt	-2	-2	-7	1
COc1ccc(S(=O)(=O)Nc2cccc3c2O[C@H](CN(C)Cc2ccc(C(=O)O)cc2)[C@@H](C)CN([C@H](C)CO)C3=O)cc1	1&4	0&-2	-0.1&0.2	-34&-0.1	-11&-5	0&10	11&-19	-2&6
C[C@@H]1CN([C@@H](C)CO)C(=O)Cc2cc(NS(C)(=O)=O)ccc2O[C@@H]1CN(C)C(=O)Nc1cccc2ccccc12	-6	-16	0.8	nt	2	4	-14	2
CC(=O)N1[C@@H]2Cn3c(ccc(C4=CCCC4)c3=O)[C@H]1[C@@H](C(=O)NC1CCCCC1)[C@@H]2CO	-5	-11	0.0	0.2	7	-4	-15	1
COc1cccc(Cn2cc(C)cc(NC(=O)NCc3ccccc3)c2=O)c1	1	-8	0.0	nt	11	3	-67	-1
CC(=O)N1c2ccc(S(=O)(=O)N3CCCC3)cc2CC1C(=O)NC(C)C (configuration not stated)	1	-6	0.1	nt	-2	-11	-13	1
COCC(=O)N1[C@@H]2c3cccc(=O)n3C[C@@H]2[C@@H](CO)[C@@H]1C(=O)NCc1ccccc1	-4	4	0.1	0.4	1	0	4	-2
Cc1nc(CSc2nnc(C)s2)cs1	8	2	0.0	nt	nt	nt	-1	-1
COc1ccc(CNC(=O)c2ccc(N(C)S(=O)(=O)c3ccc(C)cc3)cc2)cc1	-4	-10	0.1	nt	nt	-2	-9	1
COc1ccc(NC(=O)Cn2nc(Cc3cccnc3)c3ccccc3c2=O)c(OC)c1	-2	10	-0.1	4.7	0	1	-9	nt
C/C=C(\C)C(=O)OC(C)(C)[C@@H]1Cc2cc3ccc(=O)oc3cc2O1	5	-2	0.0	-0.4	-5	0	-10	0
O=C(Nc1ccc(F)c(F)c1)c1ccco1	8	-3	-0.1	nt	1	2	-14	0
CCOC(=O)/C(=N\Nc1ncnc2ccccc12)c1ccc(OC)cc1	5	8	0.3	0.0	-49	0	-19	1
Cc1ccc(N(C(=O)CNC(=O)c2ccco2)C(C(=O)NC2CCCC2)c2ccncc2)cc1C (configuration not stated)	4	5	0.0	nt	1	-4	-6	-3
Cc1noc(C)c1NC(=O)N(C)C[C@@H]1Oc2ccc(NS(=O)(=O)c3ccc(F)cc3)cc2C(=O)N([C@H](C)CO)C[C@@H]1C	10	5	0.0	-0.3	2	-1	-9	-1
CC(=O)NC[C@H]1[C@@H](c2ccc(C#C[C@H](C)O)cc2)[C@@H](CO)N1Cc1ccccn1	-4	-15	0.2	-0.1	nt	nt	-11	-2
CC1CCCCN1C(=O)c1c([N+](=O)[O-])cnn1C (configuration not stated)	0	3	-0.1	1.5	-9	-9	-7	-5
COc1ccc(N2CCN(S(=O)(=O)c3cccc4cccnc34)CC2)cc1	-4	-1	0.0	nt	1	-3	-25	nt
COC(=O)C[C@H]1c2cc(F)ccc2S(=O)(=O)N1c1ccccc1	4	-2	0.0	6.5	-2	7	0	-4
CNC[C@@H]1OCCCC[C@H](C)Oc2ccc(NS(=O)(=O)c3ccc(OC)cc3)cc2C(=O)N([C@@H](C)CO)C[C@@H]1C	-7	-20	-0.1	1.1	-3	7	-13	-2
Cc1ccc(S(=O)(=O)Nc2ccc3nc(C)sc3c2)c(C)c1	-1	-11	0.0	0.5	-1	5	-15	2
CCOc1ccc(N2C(=O)C3C(c4ccc(OC)cc4OC)NC(CCSC)(C(=O)OC)C3C2=O)cc1 (configuration not stated)	-1	-4	0.3	5.3	-1	-1	-5	-1
Cc1noc(C)c1NC(=O)N(C)C[C@@H]1Oc2ccc(NC(=O)c3ccncc3)cc2C(=O)N([C@H](C)CO)C[C@H]1C	-3	4	0.0	354*	1	6	2	0
CCOc1ccccc1C(=O)N(Cc1sccc1C)C1CCS(=O)(=O)C1 (configuration not stated)	-4	0	0.1	0.0	nt	0	-13	-1
CNC(=S)N1CCN(c2nc(-c3ccc(Cl)cc3)cs2)CC1	2	-4	0.0	nt	12	12	-11	-2
CC1(C)C(=O)Nc2ccccc2N1C(=O)COC(=O)Cc1ccccc1F	4	-2	0.0	0.1	-2	4	-17	1
Cc1ccc(S(=O)(=O)N(C)C)cc1NC(=O)C(C)OC(=O)C1CCCC1 (configuration not stated)	2	0	0.3	0.5	0	-2	-14	4
COC(=O)Cn1nnnc1-c1nc2cc(C)c(C)cc2[nH]c1=O	1	-3	0.1	0.1	nt	nt	-26	-20
NCCNc1ccc2nnnn2n1	6	0	0.1	0.7	nt	nt	-17	2
CN(C)c1ccc(-c2[nH][nH]c(=O)c2NC(=O)c2ccc3ccccc3n2)cc1	6	-9	-0.1	5.6	-2	-2	-27	15
Cc1cc(NC(=O)CSc2nnc(CNC(=O)c3ccc(C(C)(C)C)cc3)o2)no1	1	0	0.0	-0.1	2	-16	-13	0
CC(=O)c1c(C)[nH]c(C(=O)Nc2cc(F)ccc2C)c1C	6	-4	nt	nt	0	-9	2	-3
CCOc1ccc(S(=O)(=O)N2CC(=O)Nc3ccccc32)cc1	0	-4	0.0	0.3	10	3	-8	1
Cc1noc(NS(=O)(=O)c2ccc(NC(=O)c3cc(-c4ccccc4Cl)nc4ccccc34)cc2)c1C	-3	2	0.0	-1.5	nt	nt	-4	-6
CC(C)(C)c1ccc(C(=O)N/N=C/c2ccccn2)cc1	2	-6	0.2	0.2	26	-8	-25	-6
C[C@H](NC(=O)c1nc[nH]c1C(=O)N[C@@H](Cc1ccccc1)C(=O)OC(C)(C)C)c1ccccc1	-2	-3	0.0	0.9	-4	-6	-4	5
Cc1cc(C)cc(-n2ncc3c2CCCC3NC(=O)CN2CCCCC2=O)c1 (configuration not stated)	6	0	0.0	0.1	1	-6	-13	-3
CC(C)c1cn(CC[C@H]2CC[C@@H](NC(=O)C3CCC3)[C@H](CO)O2)nn1	-1	19	-0.4	-0.7	-1	3	2	3
C[C@@H]1CN([C@H](C)CO)C(=O)c2cccc(NC(=O)C3CC3)c2O[C@H]1CN(C)S(=O)(=O)c1cn(C)cn1	-2	1	-0.1	-0.2	6	-4	10	0
Cc1cccc(OCC(=O)NC(=S)Nc2ccccc2N2CCOCC2)c1	1	6	0.4	-2.7	nt	nt	0	3
COC(=O)c1ccc(CN2CCC(Oc3cccc(C(=O)N4CCOCC4)c3)CC2)cc1	0	-11	0.0	-0.1	nt	-5	-22	-1
C[C@@H]1CN([C@H](C)CO)C(=O)CCCn2cc(nn2)CO[C@H]1CN(C)Cc1ccc(C(=O)Nc2ccccc2N)cc1	-3	1	-0.5	-0.3	0	1	5	0
CCCN1C(=O)C(=O)N(CC(=O)c2cc(C)n(C3CC3)c2C)C1=O	1	-1	0.2	nt	29	3	-3	-3

Two entries from above, set out differently:
Order of results – ERp5 block, S100A4 inh HTS, XiGFP reactiv, E-selectin induc, esBAF inh, RAD54 branch, RAD52 inh, ERAP1 inh
- CC(=O)c1c(C)[nH]c(C(=O)Nc2cc(F)ccc2C)c1C
    6, -4, nt, nt, 0, -9, 2, -3
- CCOc1ccc(S(=O)(=O)N2CC(=O)Nc3ccccc32)cc1
    0, -4, 0.0, 0.3, 10, 3, -8, 1

Continued.
SMILES	ERp5 block	S100A4 inh HTS	XiGFP reactiv	E-selectin induc	esBAF inh	RAD54 branch	RAD52 inh	ERAP1 inh
O=C(c1cc[n+]([O-])cc1)N1CCc2c([nH]c3ccccc23)C1c1ccccc1Cl (configuration not stated)	-1	-36	0.0	nt	nt	8	-3	7
CC(C)=CC(=O)OCC(=O)Nc1ccc(Cl)cc1	-2	1	0.0	3.0	5	2	-2	2
C[C@H]1CN([C@@H](C)CO)C(=O)Cc2cc(NC(=O)CCCCCC(=O)Nc3ccccc3N)ccc2O[C@@H]1CN(C)C(=O)Nc1cccc2ccccc12	-4	-5	0.3	-2.5	nt	nt	-8	4
CCN(CC)C(=O)c1[nH]cnc1C(=O)N[C@@H](Cc1ccccc1)C(=O)OCc1ccccc1	2	21	-0.2	-0.2	-2	-10	-1	-2
